Screens (PubChem BioAssay)
MC4R barr agon – activates human MC4R beta-arrestin recruitment | P32245 | U2OS MC4R beta-arrestin complementation, luminescence; percent of melanotan II response, DMSO zero | activation, % at 8.9 µM | actives 0.98% (n = 360,000);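 active means activation above a per-plate cutoff, the mean activation of sample wells on that plate plus 3 SD, cut at about 8% in these data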
Target sequence (P32245 whole entry, looked up): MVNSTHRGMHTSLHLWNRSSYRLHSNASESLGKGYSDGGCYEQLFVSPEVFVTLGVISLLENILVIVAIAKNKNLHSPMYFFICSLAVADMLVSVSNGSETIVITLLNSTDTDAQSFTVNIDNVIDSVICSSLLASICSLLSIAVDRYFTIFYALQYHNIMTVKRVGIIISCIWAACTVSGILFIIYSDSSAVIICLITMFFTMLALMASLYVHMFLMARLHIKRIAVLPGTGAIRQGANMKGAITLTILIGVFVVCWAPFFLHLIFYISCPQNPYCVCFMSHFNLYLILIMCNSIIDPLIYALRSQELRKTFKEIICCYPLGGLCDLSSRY
TLR9-MyD88 inh – blocks human TLR9 binding to MyD88; Q9NR96+Q99836; CHO BLA complementation TLR9-MyD88, CCF4 FRET ratio; inhibition, % at 4.98 µM; actives 0.21% (n = 340,000);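 active means inhibition above the mean over all tested compounds plus 3 SD, cut at about 21% in these data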;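 further: 0% = DMSO only wells and 100% = clavulanate BLA inhibitor control wells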
SRC2 inh – inhibits human steroid receptor coactivator 2; inhibition, % at 9 µM; HEK293 GAL4-SRC2 luciferase reporter, luminescence; actives 0.17% (n = 370,000); Q15596;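 active means inhibition above the mean inhibition of all tested compounds plus 3 SD, set per campaign, cut at about 52% in these data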;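 further: 0% = DMSO treated cells and 100% = cells given Gossypol at 36 µM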
Glyco luc inh – N-linked glycosylation inhibition. D54 ERlucT glycosylation luciferase reporter, 24 h; percent of 100 nM tunicamycin response. reporter increase, % at 12.5 µM. actives 0.23% (n = 360,000). AID 588692;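 active means mean luciferase reporter signal, scaled so untreated is 0 and the glycosylation-blocking control 100, at or above a set limit in every replicate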;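 further: luciferase carries N-glycosylation sites so blocking glycosylation raises the light; 0% = median of neutral control wells and 100% = median of 100 nM tunicamycin wells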
m5-HT2A agonist – agonists of mouse serotonin 5-HT2A receptor (HTR2A) | P35363 | CHO-K1 mHTR2A beta-arrestin complementation, luminescence; percent of 30 µM serotonin response | activation, % at 7.6 µM | actives 0.66% (n = 360,000);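 active means activation above a run cutoff, the mean activation of all tested compounds plus 3 SD, cut at about 14% in these data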;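 further: 0% = plate median of compound wells and 100% = 30 µM serotonin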
NOD2 RIPK2 PPI – blocks binding of human NOD2 to RIPK2; O43353; CHO BLA complementation NOD2-RIPK2, CCF4 ratio; inhibition, % at 4.98 µM; actives 0.38% (n = 360,000); AID 624267; in the data active means inhibition above about 21%;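 further: 0% = vehicle only and 100% = reference blocker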
Target sequence (O43353 whole entry, looked up): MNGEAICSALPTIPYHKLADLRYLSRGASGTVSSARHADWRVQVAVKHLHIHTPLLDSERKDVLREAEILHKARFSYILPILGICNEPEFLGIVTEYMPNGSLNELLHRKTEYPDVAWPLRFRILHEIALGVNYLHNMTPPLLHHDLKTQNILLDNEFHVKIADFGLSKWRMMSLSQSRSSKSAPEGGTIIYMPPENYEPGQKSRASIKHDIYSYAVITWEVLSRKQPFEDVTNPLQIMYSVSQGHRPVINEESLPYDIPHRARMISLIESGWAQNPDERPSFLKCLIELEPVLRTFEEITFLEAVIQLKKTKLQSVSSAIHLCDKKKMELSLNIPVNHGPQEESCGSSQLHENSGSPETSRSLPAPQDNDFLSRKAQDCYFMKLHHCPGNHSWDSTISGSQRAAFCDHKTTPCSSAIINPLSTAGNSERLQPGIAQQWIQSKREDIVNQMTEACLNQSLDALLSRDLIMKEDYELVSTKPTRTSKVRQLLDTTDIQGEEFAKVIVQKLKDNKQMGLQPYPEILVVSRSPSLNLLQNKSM
ABHD5-PLIN5 inh – inhibitors of human ABHD5-perilipin-5 interaction; Q00G26+Q8WTS1; inhibition, % at 4 µM; actives 0.78% (n = 360,000); Split G. princeps luciferase complementation, luminescence, 4 h;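 active means inhibition above the mean inhibition across every tested compound plus 3 SD, cut at about 22% in these data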;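 further: 0% = DMSO only wells and the 100% control is not disclosed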
H9c2 protect – protects H9c2 cardiomyocytes from peroxide injury | H2O2 injury protection, ATPLite, 2 h | protection from H2O2 cell death, % at 20 µM | actives 0.63% (n = 360,000) | AID 588492;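 active means compounds giving at least 50% protection of heart cells from peroxide-induced death in the single-dose screen, raw or plate-pattern-corrected value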;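 further: 0% = DMSO wells with peroxide and 100% = DMSO wells without peroxide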
MC4R antagonist – antagonists of human melanocortin 4 receptor (MC4R). P32245. MC4R-expressing cells, MTII-stimulated cAMP, LANCE TR-FRET. inhibition, % at 6.5 µM. actives 0.48% (n = 360,000);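 active means inhibition above its plate's cutoff, the mean of tested wells on that plate plus 3 SD, cut at about 29% in these data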;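 further: 0% = Melanotan II alone and 100% = Melanotan II plus saturating MCL0020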
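Material: U2OS-MC4R stable cell line | Reagent: Melanotan II challenge after compound preincubation | Doses: One concentration, 6.5 µM nominal | Incubation: 30-min compound preincubation, 1-h Melanotan II challenge, 1-h detection, room temperature | Signal: TR-FRET cAMP assay | Replicates: One well per compound, no replicates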
ABCB6 inh 2 – inhibitors of human ABC transporter ABCB6; Q9NP58; K562-ABCB6 porphyrin accumulation, flow cytometry, 1 h; hits give low values; fluorescence ratio to DMSO, % at 10 µM; actives 0.19% (n = 360,000); AID 602162;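 active means fluorescence ratio to DMSO below 75%, the collection mean minus 3 SD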;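 further: signal is porphyrin accumulated inside mitochondria; 100% equals median channel fluorescence of DMSO control wells; lower ratio means ABCB6 inhibition with less porphyrin fluorescence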
Numbers without * were called inactive; / = not tested or not shown. Only part of the results is shown; rates above refer to the full screens.

SMILES	MC4R barr agon	TLR9-MyD88 inh	SRC2 inh	Glyco luc inh	m5-HT2A agonist	NOD2 RIPK2 PPI	ABHD5-PLIN5 inh	H9c2 protect	MC4R antagonist	ABCB6 inh 2
CCN(C(=O)COC(=O)c1ncc(Cl)c(Cl)c1Cl)c1c(N)n(Cc2ccccc2)c(=O)[nH]c1=O	-3.2	-4	1	2	6	0	1	-2	4	101
O=C(OCCOCCN=C1NS(=O)(=O)c2ccccc21)c1ccccc1	0.2	4	-22	-2	-1	4	-8	5	-1	102
COCCNC(=O)Cc1ccc(Br)cc1	2.0	9	-9	1	4	6	3	-4	2	99
COc1ccc(C(=O)OCC(=O)c2c[nH]c3ccccc23)c(OC)c1	-1.3	-2	-46	-1	3	-5	4	-5	-7	97
O=CNc1cc(-c2cccc(O)c2)cn2c(-c3ccc(F)cc3)cnc12	1.3	/	-1	0	-3	-13	-1	24	3	92
Cc1csc2nc(O)c(C(=O)NC3CCCCC3C)c(=O)n12 (centres undefined)	5.6	3	8	-2	5	14	-1	5	1	97
COc1ccc(NC(=O)CSc2nc(-c3ccc(C)cc3)cc(C(F)(F)F)c2C#N)cc1	-2.1	7	8	-1	-3	-7	0	7	6	101
CCCOc1ccc(CN(C(=O)c2cccc(OC)c2)C2CCS(=O)(=O)C2)cc1 (centres undefined)	-1.0	0	-1	-1	0	4	1	-2	6	99
COc1ccccc1OCc1nc(Cc2ccc(Cl)cc2)no1	1.6	10	-6	-2	0	1	-4	-4	-1	97
COC(=O)CSc1ccc(S(=O)(=O)N2CCC(C)CC2)cc1[N+](=O)[O-]	2.6	-6	-4	3	17*	0	9	3	25	102
Cc1cc(C2=CC(=O)C[C@H](c3ccc4c(c3)OCO4)C2)ccc1F	-0.4	1	-2	-2	4	2	0	-6	8	104
Cc1ccc(C2(CC(=O)O)CCOC(C)(C)C2)cc1 (centres undefined)	-1.7	-2	9	1	2	-3	-4	-1	1	101
O=C(OCn1ncc(Cl)c(Cl)c1=O)c1ccc(C(F)(F)F)cc1	1.5	8	-3	31*	5	3	2	-9	33*	100
COc1ccc(C(=O)N2CCC(C(=O)O)CC2)c2ccccc12	1.9	9	-1	4	-2	-7	1	2	7	92
O=C1CN(c2cc(Cl)cc(Cl)c2)C(=O)CN1/N=C/c1cccnc1	-0.1	9	2	0	-5	-12	5	0	4	96
Cc1ccc(S(=O)(=O)NCc2ccccc2)cc1C(=O)NC1CCCCC1	-0.9	-7	-2	/	4	-7	-1	-1	24	96
COC(=O)Cn1c(SCc2ccccc2)nc2ccccc21	-0.3	-3	-56	0	4	-10	-1	-13	3	107
O=C(c1ccco1)N1CCC(c2nc3c(nnn3Cc3c(Cl)cccc3Cl)c(=O)[nH]2)CC1	-0.5	-8	-7	-1	-3	10	5	18	4	97
CC(C)C(C)NC(=O)COc1nc2ccccc2nc1N(C)C1CCCCC1 (centres undefined)	-2.7	8	-6	-2	-4	1	1	1	2	97
c1cn(C23CC4CC(CC(C4)C2)C3)cn1	1.7	-1	-9	3	7	-8	-2	1	8	95
Cc1cc(C)c(S(=O)(=O)c2ccc(Cl)cc2)c(Cl)n1	0.9	7	-6	-1	-5	-16	2	2	9	98
COCCCn1c(SCC(=O)c2ccccc2)nc2ccccc2c1=O	-0.8	-5	20	-1	-1	-3	4	10	24	95
CCc1cc2c(SCC(=O)N3CC(=O)Nc4ccccc43)ncnc2s1	-1.9	-4	-13	-2	4	-8	-1	19	10	102
COc1ccc(C2c3ccc4ccccc4c3Oc3ncn(CCCO)c(=N)c32)cc1 (centres undefined)	0.6	-6	-4	0	2	1	-6	-8	13	100
C[N+]1(CC2COC3(CCCCC3)O2)CCCCC1 (centres undefined)	1.0	3	7	0	-2	-20	5	1	-2	93
O=C(CCNC(=O)c1ccccc1Cl)Nc1cc(S(=O)(=O)N2CCOCC2)ccc1N1CCOCC1	-0.6	-11	-60	1	6	-15	7	0	8	100
COc1ccc(C)cc1N(CC(N)=O)S(=O)(=O)c1ccc(C)cc1	1.3	0	-23	-3	6	-5	5	-4	4	100
CN(/N=C/c1ccncc1)C1=NCCN1	-0.9	-12	-19	1	-4	-15	-2	6	0	99
C=C(C)CSCc1nc2ccccc2[nH]1	0.3	4	-16	-1	1	-9	0	-4	-7	102
CS(=O)(=O)N(CC(=O)NCc1ccncc1)c1ccc(Cl)c(Cl)c1	-1.8	-9	-6	5	-2	-5	-5	0	3	94
CCOC(=O)C(CCOc1cccc(CC)c1)C(=O)OCC	-0.8	5	3	0	13	-9	1	14	-2	101
COc1ccc(S(=O)(=O)N2CCCCC2)cc1NCC(=O)Nc1ccc(C)cc1	-2.2	-1	26	-3	9	-4	5	-11	2	99
COC(=O)C(Oc1ccc2c(-c3ccc(OC)cc3)cc(=O)oc2c1)c1ccccc1 (centres undefined)	0.0	-11	-9	-4	-2	4	0	-4	11	97
COc1ccc(C(CNC(=O)c2cc(S(=O)(=O)NCc3ccccc3)ccc2C)N2CCOCC2)cc1 (centres undefined)	-0.2	5	20	-2	11	-9	10	8	6	102
O=C(Cc1ncn[nH]1)NCCc1ccccc1	0.9	-10	-14	-5	10	-12	-3	6	-2	92
COc1cccc(NC(=O)CCC2CCN(C(=O)c3ccc(C(C)=O)s3)CC2)c1	-1.4	8	0	0	1	-8	1	-1	5	103
CSC1=C(C#N)C(c2ccc3c(c2)OCO3)C2=C(CCCC2=O)N1 (centres undefined)	-3.3	9	40	-6	-8	-3	-5	11	8	97
COC(=O)c1ccc[n+](CC(=O)c2ccc(Br)cc2)c1	-2.5	0	-13	4	-1	-6	3	4	18	96
COc1c(OC(C)=O)c(=O)n2c3ccccc3c3ccnc1c32	-2.0	9	5	12	-2	17	-4	7	6	97
CCn1c(CSc2nccn2C)nc2cc(C(=O)O)ccc21	0.1	-7	/	1	0	6	-10	-6	-3	106
CCCc1ccc2oc(C(=O)NCCN3CCCC(O)C3)c(C)c2c1 (centres undefined)	-4.5	2	-23	-2	-15	2	2	7	-2	97
CCCn1nnc(NCc2ccc(OCc3cccs3)c(OC)c2)n1	-2.1	-2	-7	3	-4	-4	5	-1	-1	97
COC(=O)[C@@H](N)CS	-1.2	-8	5	1	11	-9	-25	7	-1	100
Cc1c(C2(c3c(C)n(C)n(-c4ccccc4)c3=O)C(=O)Nc3ccc(F)cc32)c(=O)n(-c2ccccc2)n1C	-0.9	5	-8	0	-2	6	1	-3	-6	99
Cc1csc(NC(=O)Cc2ccccc2Cl)n1	-1.4	5	-48	2	-5	-6	5	-1	6	98
CCc1ccc(CNC(=O)C2CCN(S(=O)(=O)N3CCC(C)CC3)CC2)cc1	0.2	2	18	-3	-4	-3	-1	-2	8	95
Cc1c(Br)c([N+](=O)[O-])nn1C(C)C(=O)Nc1nccs1 (centres undefined)	-0.3	-3	1	-1	4	6	2	-7	-1	109
Cc1cc(NS(=O)(=O)c2ccc(NC(=O)/C=C/c3cccc(Cl)c3)cc2)no1	-0.6	-4	-5	5	7	8	-3	-2	10	96

Some entries already given, reduced to Glyco luc inh:
SMILES	Glyco luc inh
CCCn1nnc(NCc2ccc(OCc3cccs3)c(OC)c2)n1	3
CCc1ccc(CNC(=O)C2CCN(S(=O)(=O)N3CCC(C)CC3)CC2)cc1	-3

Next part
SMILES	MC4R barr agon	TLR9-MyD88 inh	SRC2 inh	Glyco luc inh	m5-HT2A agonist	NOD2 RIPK2 PPI	ABHD5-PLIN5 inh	H9c2 protect	MC4R antagonist	ABCB6 inh 2
O=C(Cn1c(CO)nc2ccccc21)NC1CCCCCC1	-0.4	1	/	0	0	-11	-4	2	4	101
CC(C)C1C(C#N)=C(N)Oc2n[nH]c(-c3ccc4ccccc4c3)c21 (centres undefined)	9.4*	-8	1	25	-8	-1	3	-11	-14	92
CC(Sc1ncccn1)C(=O)NNC(=O)c1cccc(Cl)c1 (centres undefined)	3.6	-2	7	3	5	-3	8	0	-1	99
CCOC(=O)NN1C(=O)c2ccccc2NC1C (centres undefined)	0.4	-2	-18	1	4	6	0	2	1	98
O=C(NCCC1=CCCCC1)c1cnsn1	-1.2	-1	-43	0	-4	5	1	5	-2	86
CN(C)NC(=S)Nc1ccc(S(=O)(=O)N2CCCCC2)cc1	0.3	-10	10	2	6	-6	16	-5	17	97
CCOC(=O)C(=O)c1c(-c2ccccc2)nc2ccccn12	-2.4	7	0	0	-2	-1	-2	5	4	96
CC1(C)CC(=O)c2c(nn(-c3ccccc3)c2-c2ccncc2)C1	0.9	-4	9	3	1	-3	2	-4	18	105
COc1cccc(CNC(=O)c2cc3ccccn3n2)c1	0.5	1	4	2	-2	-16	-11	-2	7	109
O=C(O)c1ccccc1-c1ccccc1C(=O)NCc1ccccc1Cl	-1.2	-19	-21	1	2	-7	-3	0	-2	97
O=C(Nc1ccc2c(c1)[C@@H]1C[C@@H](CC(=O)N3CCCCC3)O[C@@H](CO)[C@@H]1O2)NC1CCCCC1	3.0	-13	0	0	15*	-9	5	13	3	103
COc1ccc(C(=O)NCc2ccon2)cc1OC1CCN(C(C)C)CC1	0.0	-3	-6	1	5	-1	2	2	-4	97
Cc1ccc(CN2CCN(Cc3cn[nH]c3-c3cccc(F)c3)CC2CCO)o1 (centres undefined)	-3.5	-2	-5	0	-4	5	2	-2	-3	103
O=C(Nc1ccccc1)N1CCCN(c2ccc(C(F)(F)F)cn2)CC1	2.2	3	18	-1	-2	-8	15	-6	2	104
O=C(Nc1ccc2ccccc2c1)c1cccc2ccccc12	0.7	9	-34	-8	-5	-3	2	-7	-3	104
N#CCc1ccc(NS(=O)(=O)c2ccc(N3CCCC3=O)cc2)cc1	-1.7	4	-14	-1	-4	-13	0	-23	-1	95
Cc1ccc(F)c(NC(=O)c2ccc(Cn3cc(Cl)cn3)cc2)c1	-0.8	0	-16	-3	0	7	4	-10	-2	98
CCOc1cc(CN2CCN(c3ccc(C(C)=O)cc3)CC2)ccc1OC	4.2	1	3	0	-2	3	8	-7	-5	98
CC(=O)OC(/C(O)=C(\C#N)c1nc2ccccc2[nH]1)c1ccccc1 (centres undefined)	-0.3	-6	17	7	0	-4	5	9	6	95
CC(C)OC(=O)NS(=O)(=O)c1cccc([N+](=O)[O-])c1	-1.0	-3	-14	1	2	-1	-3	-2	-6	100
CCCSc1nnc(N2C(=O)CC(c3ccsc3)C3=C2CCCC3=O)s1 (centres undefined)	0.3	5	-22	-6	-2	-14	5	-4	3	103

Ordered by the number under Glyco luc inh (lowest first): three from the list above.
SMILES | Glyco luc inh
COc1ccc(C(CNC(=O)c2cc(S(=O)(=O)NCc3ccccc3)ccc2C)N2CCOCC2)cc1 (centres undefined) | -2
CCn1c(CSc2nccn2C)nc2cc(C(=O)O)ccc21 | 1
c1cn(C23CC4CC(CC(C4)C2)C3)cn1 | 3
